High-throughput results from PubChem.
All columns: NCI-60 one-dose screen, growth in % after 48 h at 10 µM unless noted; 100 = growth as untreated, 0 = no growth, -100 = all killed.
SW-620 = SW-620 colon cancer | 82,000 tested, 5.2% active | AID 1794795
COLO 205 = COLO 205 colon cancer; 79,000 tested, 7.3% active
HCT-116 = HCT-116 colon cancer | 82,000 tested, 7.3% active
HCC-2998 = HCC-2998 colon cancer; AID 1794799; 79,000 tested, 4.7% active
HT29 = HT29 colon cancer; AID 1794748; 81,000 tested, 7.4% active
KM12 = KM12 colon cancer cells | 82,000 tested, 5% active
SNB-19 = SNB-19 CNS cancer cells. 81,000 tested, 2.5% active
HCT-15 = HCT-15 colon cancer; 82,000 tested, 5.2% active; AID 1794746
SNB-75 = SNB-75 CNS cancer; 79,000 tested, 5% active
Numbers without * were called inactive; . = no result given. How the source made its calls: active means growth percent below 10; inactive means the rest.

A first look, two compounds:
SMILES	SW-620	COLO 205	HCT-116	HCC-2998	HT29	KM12	SNB-19	HCT-15	SNB-75
CCc1ccc(-c2cc(-c3ccc(Cl)cc3)n(-c3ccc(S(N)(=O)=O)cc3)n2)cc1	106	106	94	105	108	93	102	92	91
COC(=O)c1cc(C)c(C)cc1NC1OC(CO)C(O)C1O (centres undefined)	99	115	101	108	111	105	104	100	100

The whole of this part (from the top)
SMILES	SW-620	COLO 205	HCT-116	HCC-2998	HT29	KM12	SNB-19	HCT-15	SNB-75
CCc1ccc(-c2cc(-c3ccc(Cl)cc3)n(-c3ccc(S(N)(=O)=O)cc3)n2)cc1	106	106	94	105	108	93	102	92	91
COC(=O)c1cc(C)c(C)cc1NC1OC(CO)C(O)C1O (centres undefined)	99	115	101	108	111	105	104	100	100
S=C1NCc2cncnc2N1	109	111	99	106	104	106	109	95	87
C[n+]1ccc(Nc2ccc(NC(=O)c3ccc(Nc4cc[n+](C)c5ccc(N)cc45)cc3)cc2)cc1	105	93	95	-28*	97	109	100	100	97
OC(c1ccccc1)(c1ccccc1)C(F)(F)F	.	107	107	.	103	92	113	107	111
CCOC(=O)C1=CSC2=NC3=C(CCC/C3=C\c3ccc(OC)cc3)C(c3ccc(OC)cc3)N12 (centres undefined)	112	104	100	112	110	104	95	101	89
CC(c1ccccc1)N1C(=O)NC2NC(=S)NC21 (centres undefined)	105	109	92	94	81	96	110	100	83
Nc1ccc(/C=C/C(=O)O)cc1	106	114	101	107	111	107	101	109	97
COC(=O)c1cccc2c1c(/C=C1\NC(=S)NC1=O)cn2C	99	91	86	90	95	94	75	91	71
O=C(C[n+]1cccc(Br)c1)c1ccc(Cl)cc1	111	107	100	102	90	94	105	99	101
COc1ccc2nc3cc(Cl)ccc3c(N3CCN(c4ccnc(N5CCN(C)CC5)n4)CC3)c2c1	-55*	-45*	-62*	8.4*	-69*	36	95	-23*	91
CCCCCCCCCCCCCCCCCCOc1ccc(CC(=O)NCC[N+]2(C)CCCCC2)cc1	83	29	76	72	51	72	65	91	79
O=c1[nH]nc(-c2ccc(Br)cc2)c2sc3ncc(-c4ccc(Br)cc4)n3c12	96	104	84	101	94	89	100	100	102
CCOC(=O)c1ccc2n1CCc1cnc(Nc3ccccc3)nc1-2	97	115	62	100	86	90	77	78	92
O=C(Oc1cccc2ccccc12)c1ccccc1C(=O)c1ccccc1	99	112	82	103	59	92	101	93	98
CCS(=O)(=O)c1ccc2c(c1)N1C(=NS(=O)(=O)c3cnccc31)O2	109	114	93	.	112	111	108	115	108
COC(=O)c1ccc(/C=C(\C#N)c2cc3ccccc3[nH]2)cc1	98	115	96	107	106	98	101	96	76
O=C(N/N=C/c1ccc(Cl)cc1)c1ccccc1Nc1ccnc(C(F)(F)F)c1	110	117	94	105	121	101	88	107	114
COc1cccc(Cl)c1[N+](=O)[O-]	102	107	110	107	99	108	109	107	101
N#CC1=C(N)Oc2n[nH]c(-c3ccccn3)c2C1c1ccco1 (centres undefined)	108	117	106	98	104	98	102	96	93
NC(=O)c1cnccn1	103	120	109	97	114	104	103	96	108
CC(CS)CS	100	81	98	93	105	104	105	99	112
NC(=S)c1csc(CCNC(=O)c2ccccc2)n1	105	.	98	103	107	109	107	100	98
CCCn1c(=O)[nH]c(N)c(C(c2ccc(Cl)cc2)c2c(N)[nH]c(=O)n(CCC)c2=O)c1=O	87	72	59	88	81	66	65	95	51
CCCSc1nc(N)nc2nc[nH]c12	113	113	95	115	112	114	102	104	108
Cn1cc(-c2noc(-c3cn(C)c4ncc(F)cc34)n2)c2ccccc21	56	67	27	87	66	63	81	58	1.9*
COc1ccccc1C(C(C(=O)c1ccccc1)N1CCOCC1)N1CCOCC1 (centres undefined)	107	104	110	114	114	106	100	106	93
COc1cc2c(c(Br)c1N)-c1cc(Br)c(N)cc1C2=O	75	79	63	52	86	67	69	81	26
O=C(Nc1nc(-c2ccc(Cl)cc2)cs1)c1cc(-c2ccc(Br)cc2)nc2ccc(Cl)cc12	35	89	5.8*	109	9.1*	25	56	11	33
CCCC(CC)(C(=O)Nc1ccc2nc(C)cc(N)c2c1)C(=O)Nc1ccc2nc(C)cc(N)c2c1	112	114	85	111	99	109	103	110	100
N#Cc1c(Nc2ccc(F)cc2F)n[nH]c1-c1cccs1	94	116	87	106	109	94	92	95	87
O=C(Cn1cc(CSc2nc3ccccc3o2)nn1)Nc1ccccc1Cl	104	114	101	111	113	106	102	112	87
O=C(c1cccc(-c2ccccc2)n1)c1c[nH]c2ccccc12	82	105	88	103	109	75	93	78	60
COc1cc(/C=C/c2cc(/C=C/c3cc(OC)c(OC)c(OC)c3)n(-c3cc(F)cc(F)c3)n2)cc(OC)c1OC	102	96	92	111	88	89	99	103	65
COc1ccc(/C=N/NC(=O)c2cnn3c2NC(c2ccccc2)C3)cc1OC1CCCCC1 (centres undefined)	98	.	82	108	83	72	81	63	76
CS(=O)(=O)c1ccc(N2N=C(c3ccc(F)cc3)CCC2=O)cc1	99	97	101	104	106	103	97	99	110
COc1cc2nc(Nc3cccc(NC(C)=O)c3)nc(N)c2cc1OC	96	109	96	113	111	90	103	94	85
c1ccc(-c2noc3ncnc(Nc4ccc(Oc5cccc6ccccc56)cc4)c23)cc1	96	102	78	100	69	97	98	81	79
CNC(=O)c1ccccc1Oc1nc(Nc2cc(OC)c(OC)c(OC)c2)ncc1Br	47	-13*	47	52	45	11	95	60	53
Nc1ccccc1C(=O)NO	106	104	102	110	100	98	100	95	108
CN1c2ccccc2Sc2cc(/C=N/Nc3ccc(Br)cc3)ccc21	45	102	59	39	82	34	93	45	110
CN1CCN(CCNc2nccc(-c3c(-c4cccc(O)c4)nc4sccn34)n2)S1(=O)=O	65	18	25	88	44	34	115	51	54
COc1ccc(CSc2nc3cc(OC)c(OC)cc3c(=O)n2-c2ccccc2)cc1	99	111	100	113	118	106	96	.	91
O=C(O)c1ccc(-n2cc(CNc3ccc(Cl)cc3)c(-c3ccc(F)c(F)c3)n2)cc1	98	116	85	116	118	101	100	77	100
CCOC(=O)[C@H]1CCCN1C(=O)[C@@H]1CCCN1C(=O)[C@H](Cc1ccccc1)NC(=S)Nc1ccc(OC)cc1	94	103	75	100	85	92	68	76	65
O=C(c1ccccc1)c1c(C(F)F)n([O-])c2ccccc2[n+]1=O	117	105	78	87	90	91	97	80	108
CCOP(=O)(OCC)c1nc(-c2ccccc2)oc1N1CCOCC1	100	115	101	104	99	107	96	105	76
CCOP1(=O)CC(C)=C(Cl)C(P(=O)(OCc2ccccc2)OCc2ccccc2)C1 (centres undefined)	107	99	95	90	116	125	89	98	110
Cn1c(=O)[nH]c2nc(-c3ccc(Cl)cc3)ccc2c1=O	103	114	102	98	107	116	98	102	106
Nc1c2c(=O)n3c(nc2nn1-c1ccccc1)-c1ccccc1Sc1ccccc1-3	107	93	91	103	99	107	102	103	80
c1ccc2c(-c3nc4ccccc4[nH]3)cccc2c1	17	25	17	58	.	22	52	27	28
O=[N+]([O-])c1cccc(I)c1	101	112	86	88	104	103	103	101	91
Cn1c(=O)c2c(nc(Br)n2CCC(=O)Nc2ccc(F)cc2)n(C)c1=O	103	112	85	103	96	107	103	108	89
O=S(=O)(Nc1cccc(-n2cnc3cc(-c4ccc(O)cc4)ccc32)c1)C1CC1	31	26	13	41	17	6.1*	38	27	-22*
Cc1cc(N(CCO)CCO)n2c(nc3ccccc32)c1C#N	119	102	101	99	110	102	96	102	91
COc1ccc(-c2c(-c3cccc(OC)c3)sc3nc(-c4ccc(Cl)cc4)c(/C=C/c4cc(OC)c(OC)c(OC)c4)n23)cc1	102	101	88	103	105	97	101	96	57
CC(=O)O/C(C)=C(\C)C(C)=O	105	105	96	102	123	111	107	100	87
COc1cc(Br)c(-c2nc(-c3ccccc3)c(-c3ccccc3)n2CC(C)C)cc1OC	78	34	38	78	56	63	73	62	90
Cc1c(C(=O)C2CC2c2ccccc2)nnn1-c1ccccc1 (centres undefined)	100	114	92	104	85	104	98	104	104
Cc1ccc(-n2cc(/C=N/NS(=O)(=O)c3ccc(C)cc3)c(-c3ccc(S(C)(=O)=O)cc3)n2)cc1	97	108	95	108	109	96	94	92	103

Next section:
SMILES	SW-620	COLO 205	HCT-116	HCC-2998	HT29	KM12	SNB-19	HCT-15	SNB-75
CCOc1nc(N)nc(OCC)c1OCC	100	104	110	105	106	96	102	99	97
CCOC(=O)c1ccccc1NC(=O)CCl	113	128	100	113	100	110	103	99	88
CCOC(=O)N(c1ccccc1)c1ccccc1	100	108	102	95	100	99	104	100	92
O=C(Oc1ccc(/C=C/c2cc(OC(=O)c3c(Cl)cccc3Cl)cc(OC(=O)c3c(Cl)cccc3Cl)c2)cc1)c1c(Cl)cccc1Cl	100	95	.	113	104	96	101	107	97
O=C(C[n+]1cccc(Br)c1)c1ccc2c(c1)CCCC2	103	91	88	103	81	108	108	99	101
Fc1ccc2c(c1)c(-c1nc(-c3c[nH]c4ncccc34)cs1)cn2CCCN1CCCCC1	-35*	-73*	45	99	-38*	68	60	-8.4*	64
Cn1cc(-c2nc(N)nnc2-c2c[nH]c3ccc(F)cc23)c2cc(Br)cnc21	17	-83*	-15*	-41*	-51*	-22*	23	3.6*	-16*
Cc1cc(C)c(CN)cc1C	93	119	104	104	100	103	98	106	79
Cc1cccc(C(C)(C)O)c1	106	111	103	127	100	101	109	112	96
O=C(CC(=O)Nc1ccc(S(=O)(=O)NCCO)cc1)Nc1ccc(S(=O)(=O)NCCO)cc1	102	97	94	105	96	107	98	106	85
Cc1ccc(/C=C(/C(=O)c2ccccc2)c2ccccc2)cc1	107	111	78	.	101	100	89	87	82
O=[N+]([O-])c1ccc(CSCc2ccc([N+](=O)[O-])cc2)cc1	97	106	82	91	78	90	99	96	89
COc1cc(-c2nc3cc(Cl)c(Cl)cc3[nH]2)ccc1OCC(=O)N=Nc1c(O)[nH]c2ccccc12	-47*	-78*	-76*	-91*	-23*	-81*	0.7*	64	-90*
CCOC(=O)Nc1cc2c(cc1[N+](=O)[O-])-c1ccccc1C2=O	107	113	96	105	110	117	.	95	75
CCCCCCCCCC(=O)Oc1ccc(/C(=C(/C)Cc2cccc(OC)c2)c2ccc(OCCCN(C)C)cc2)cc1	96	101	92	96	93	97	99	92	66
O=C1c2c(c3c4cc(Br)ccc4[nH]c3c3ccc4ccccc4c23)C(=O)N1O	69	.	84	95	30	88	85	85	80
O=C(CCc1nnc(CN(c2ccccc2)c2ccccc2)o1)c1nc2ccccc2[nH]1	103	102	74	90	93	100	93	97	87
COc1ccccc1CC(O)CNCC(C)C (centres undefined)	97	110	102	102	100	107	103	107	100
O=C(CSc1nnc(-c2ccc3nc(-c4ccc(Cl)cc4)[nH]c3c2)o1)Nc1ccccc1	101	114	96	115	106	105	105	96	124
COc1ccc(C(=O)c2c(C)oc3ccccc3c2=O)cc1	104	123	103	74	104	110	101	99	91
COc1ccc2[nH]c(=O)cc(-n3ncc(/C(C)=N/Nc4ccc(C(=O)O)cc4)c3C)c2c1	115	117	105	115	104	106	96	105	101
COc1cc(/C=C2\Oc3cc(OCCN4CCCCC4)ccc3C2=O)cc(OC)c1OC	97	112	89	103	93	97	98	97	88
CC(C)c1ccc2occ(/C=C3\C(=O)N(c4c(Cl)cccc4Cl)c4ccccc43)c(=O)c2c1	105	99	53	.	82	85	98	47	70
CC(C)(C)c1cc(-n2nc3ccccc3[n+]2[O-])c(O)c(C(C)(C)C)c1	88	104	44	110	88	91	.	35	82
c1ccc(C(NC2CC3CCC2C3)c2ccccc2)cc1 (centres undefined)	106	103	90	102	86	95	99	98	93
CN1C(=O)N(C)C2NC(N=Nc3c(O)[nH]c4ccccc34)=NC21 (centres undefined)	103	104	101	102	106	107	94	103	79
O=C(SCc1ccccc1)c1ccccc1	104	106	102	119	100	102	120	111	104
O=C1/C(=C\c2coc3ccc(Br)cc3c2=O)c2ccccc2N1c1c(Cl)cccc1Cl	101	109	68	92	84	77	83	61	68
Cc1cc(Cl)nc(N(CCNc2ccnc3cc(Cl)ccc23)Cc2ccco2)n1	28	51	14	91	30	60	38	36	82
C=C(C)C1CCC2(C(=O)O)CCC3(C)C(CCC4C5(C)CCC(OC(=O)NCc6ccccc6)C(C)(C)C5CCC43C)C12 (centres undefined)	35	14	18	51	43	28	65	41	76

14 successive records from above, for reference:
SMILES	SW-620	COLO 205	HCT-116	HCC-2998	HT29	KM12	SNB-19	HCT-15	SNB-75
O=C(CCc1nnc(CN(c2ccccc2)c2ccccc2)o1)c1nc2ccccc2[nH]1	103	102	74	90	93	100	93	97	87
COc1ccccc1CC(O)CNCC(C)C (centres undefined)	97	110	102	102	100	107	103	107	100
O=C(CSc1nnc(-c2ccc3nc(-c4ccc(Cl)cc4)[nH]c3c2)o1)Nc1ccccc1	101	114	96	115	106	105	105	96	124
COc1ccc(C(=O)c2c(C)oc3ccccc3c2=O)cc1	104	123	103	74	104	110	101	99	91
COc1ccc2[nH]c(=O)cc(-n3ncc(/C(C)=N/Nc4ccc(C(=O)O)cc4)c3C)c2c1	115	117	105	115	104	106	96	105	101
COc1cc(/C=C2\Oc3cc(OCCN4CCCCC4)ccc3C2=O)cc(OC)c1OC	97	112	89	103	93	97	98	97	88
CC(C)c1ccc2occ(/C=C3\C(=O)N(c4c(Cl)cccc4Cl)c4ccccc43)c(=O)c2c1	105	99	53	.	82	85	98	47	70
CC(C)(C)c1cc(-n2nc3ccccc3[n+]2[O-])c(O)c(C(C)(C)C)c1	88	104	44	110	88	91	.	35	82
c1ccc(C(NC2CC3CCC2C3)c2ccccc2)cc1 (centres undefined)	106	103	90	102	86	95	99	98	93
CN1C(=O)N(C)C2NC(N=Nc3c(O)[nH]c4ccccc34)=NC21 (centres undefined)	103	104	101	102	106	107	94	103	79
O=C(SCc1ccccc1)c1ccccc1	104	106	102	119	100	102	120	111	104
O=C1/C(=C\c2coc3ccc(Br)cc3c2=O)c2ccccc2N1c1c(Cl)cccc1Cl	101	109	68	92	84	77	83	61	68
Cc1cc(Cl)nc(N(CCNc2ccnc3cc(Cl)ccc23)Cc2ccco2)n1	28	51	14	91	30	60	38	36	82
C=C(C)C1CCC2(C(=O)O)CCC3(C)C(CCC4C5(C)CCC(OC(=O)NCc6ccccc6)C(C)(C)C5CCC43C)C12 (centres undefined)	35	14	18	51	43	28	65	41	76
